AmpC inh no detg – blocks E. coli AmpC beta-lactamase in detergent-free assay. 330,000 compounds, 0.52% hits. Potency, µM (series often up to 57.1 µM), inactives show at the top dose activity change, negative = inhibition, usual class: inhibitors. AID 485341. P00811. AmpC nitrocefin hydrolysis, absorbance 480 nm, 0.0001% Triton;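 further: potency means the concentration at half of the fitted maximal effect; plate controls were no compound for no effect and no enzyme for full effect; nearly all actives have a fitted effect of over 20% in size; some results filed as inactive show a strong effect at the top dose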
Target sequence (P00811 whole entry, looked up): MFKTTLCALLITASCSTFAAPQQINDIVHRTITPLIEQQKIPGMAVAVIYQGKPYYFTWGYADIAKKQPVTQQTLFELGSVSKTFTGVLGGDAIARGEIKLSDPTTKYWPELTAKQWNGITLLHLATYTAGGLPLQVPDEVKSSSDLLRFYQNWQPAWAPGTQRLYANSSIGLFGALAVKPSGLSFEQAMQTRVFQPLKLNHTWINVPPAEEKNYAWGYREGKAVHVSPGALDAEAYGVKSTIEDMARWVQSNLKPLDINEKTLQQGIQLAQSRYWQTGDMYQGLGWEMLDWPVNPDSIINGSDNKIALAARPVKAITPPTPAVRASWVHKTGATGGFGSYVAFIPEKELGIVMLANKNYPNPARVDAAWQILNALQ
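20 mM phosphate pH 7.0 + 0.01% (detergent screen) or 0.0001% Triton X-100; 5.3 nM AmpC reagent; cpd preinc 15 min RT; nitrocefin (800 uM stock) to start; A480 q20 s × 4 min; Activity was normalised to no-enzyme and no-compound control wells.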
Tb PYK inh – blocks Trypanosoma brucei pyruvate kinase | Q57TT1 | TbPYK enzyme, Kinase-Glo Plus ATP luminescence, 45 min | Potency, µM (top dose mostly 76.8 µM), inactives show at the highest dose activity, negative = inhibition, actives largely listed as inhibitors | 410,000 compounds, 0.12% hits; further: potency means the concentration at half of the fitted maximal effect; nearly all actives have a fitted effect of over 50% in size
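Luminescence from Kinase-Glo Plus, added after a 45-minute room-temperature reaction, served as the end-point read-out. The enzyme and substrate were preincubated with compound before ADP (130 uM final) initiated turnover. Concentration-effect curves came from normalized qHTS data.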
HCMV antiviral – blocks human cytomegalovirus replication; HFF cells, HCMV-luciferase reporter, 72 h; stronger effect = lower value; activity change, negative = inhibition, % at 57.5 µM; 410,000 compounds, 4.5% hits; in the data active means activity change below about -60%; inconclusive means no clear call, values can overlap the other calls; inactive means above about -39%
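Luciferase read-out from HCMV-luciferase-infected HFFs (MOI 1 PFU/cell) 72 h post infection at 37C; compounds added after 16 h cell attachment; activity normalized between buffer-only basal and Salinomycin (10uM) inhibitor controls.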
LmPK inhibitor – blocks Leishmania mexicana pyruvate kinase activity | Q27686 | 290,000 compounds, 0.37% hits | Potency, µM (highest dose often 57.5 µM), without a hit: at the highest dose activity change, negative = inhibition, most hits filed as inhibitors | purified LmPK, Kinase-Glo ATP luminescence, 1 h; further: potency means the concentration at half of the fitted maximal effect
Target sequence (Q27686 whole entry, looked up): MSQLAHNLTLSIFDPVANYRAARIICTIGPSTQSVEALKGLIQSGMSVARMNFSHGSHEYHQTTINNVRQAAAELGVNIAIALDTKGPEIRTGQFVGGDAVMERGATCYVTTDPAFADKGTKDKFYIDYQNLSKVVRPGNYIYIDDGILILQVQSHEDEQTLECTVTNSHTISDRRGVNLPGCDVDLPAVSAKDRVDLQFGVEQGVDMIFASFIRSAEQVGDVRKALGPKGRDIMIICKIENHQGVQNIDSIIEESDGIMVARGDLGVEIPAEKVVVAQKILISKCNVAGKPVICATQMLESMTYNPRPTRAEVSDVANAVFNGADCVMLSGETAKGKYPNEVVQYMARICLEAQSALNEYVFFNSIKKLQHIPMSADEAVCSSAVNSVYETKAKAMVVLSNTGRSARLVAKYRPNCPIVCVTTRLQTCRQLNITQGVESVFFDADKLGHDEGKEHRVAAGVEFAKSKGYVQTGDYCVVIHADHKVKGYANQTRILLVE
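0.1 nM LmPK, 0.5 mM PEP, 0.1 mM ADP; 50 mM imidazole pH 7.2, 7 mM MgCl2, 50 mM KCl; 1 h RT. Kinase-Glo luminescence readout, normalized to no-enzyme (full inhibition) and uninhibited wells.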
AmpC inh detg – blocks E. coli AmpC beta-lactamase in detergent assay; P00811; AmpC hydrolysis of nitrocefin, absorbance 480 nm, 0.01% Triton; Potency, µM (top dose mostly 114 µM), inactives show at the highest dose activity change, negative = inhibition, usual class: inhibitors; 370,000 compounds, 0.041% hits; AID 485294;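 further: potency means the concentration at half of the fitted maximal effect; 0% = no-compound wells and -100% = no-enzyme wells; nearly all actives have a fitted effect of over 25% in size; some results filed as inactive show a strong effect at the top dose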
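AmpC (5.3 nM in the dispensed reagent) in 20 mM phosphate pH 7.0 with 0.01% (detergent screen) or 0.0001% Triton X-100 was preincubated with compounds for 15 min at room temperature. Nitrocefin was then added from an 800 uM solution, and hydrolysis was followed at 480 nm.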
Sm TGR inh – inhibitors of Schistosoma mansoni thioredoxin glutathione reductase | AID 485364 | Q962Y6 | 360,000 compounds, 3% hits | Potency, µM (top dose mostly 114 µM), without a hit: at the highest dose activity change, negative = inhibition, actives largely listed as inhibitors | purified TGR, DTNB reduction, TNB absorbance 405 nm; further: potency means the concentration at half of the fitted maximal effect; nearly all actives have a fitted effect of over 60% in size
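TGR 20 nM + NADPH 100 uM (dispensed conc.), cpd preinc 15 min RT; start with NADPH (500 uM addition) then DTNB (15 mM addition). Kinetic TNB absorbance, 405 nm filter. Four-parameter Hill fit across titration.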
AMA1 RON2 block – AMA1-RON2 (P. falciparum) interaction inhibition. AlphaScreen AMA1-biotinylated RON2 peptide binding. Potency, µM (doses to about 58.2 µM), without a hit: at the highest dose activity change, negative = inhibition, usual class: inhibitors. 360,000 compounds, 0.2% hits. AID 720542;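 further: potency means the concentration at half of the fitted maximal effect; 0% = vehicle wells and -100% = peptide control; nearly all actives have a fitted effect of over 45% in size; some results filed as inactive show a strong effect at the top dose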
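AMA1 (3D7) with his tag at 25 nM final met compounds first, then biotinylated RON2 peptide at 25 nM; detection used donor plus acceptor beads, 10 µg/mL apiece, read by AlphaScreen after 30 min at room temperature.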
Active calls of the source: *; ? = inconclusive; . = no result given; & = joins results of further samples; [ ] = dose if it differs, or a comment. Unless noted, the call rests on the fitted dose curve; in most records, active means well fitted curve in the direction sought with a large enough effect; inconclusive means small, poorly fitted or top-dose-only effect, or another doubt; inactive means no such curve, though single readings can be large; an effect the other way counts as inactive or inconclusive. Unless noted, on the % scale 0 is the no-effect control and ±100 the full control effect.

SMILES	AmpC inh no detg	Tb PYK inh	HCMV antiviral	LmPK inhibitor	AmpC inh detg	Sm TGR inh	AMA1 RON2 block
Cc1cc(-c2ccc(S(=O)(=O)N3CCN(c4ccc(F)cc4)CC3)s2)on1	2%	4%	-25	0%	2%	-2%	12%
O=C(O)CC(NC(=O)Cc1ccc(Cl)cc1)c1ccco1 (stereo not given)	9%	-4%	25	0%	-2%	1%	0%
Cc1ccc(S(=O)(=O)N2C[C@H]3N(C(=O)OC(C)C)N(C(=O)OC(C)C)C[C@H](OC(=O)Nc4cccs4)[C@@]3(O)C2)cc1	.	-1%	17	.	.	.	-2%
O=C(CCC(=O)N1CC2CCCN2c2ccccc21)NCc1ccc(F)cc1 (stereo not given)	.	-2%	7	.	21%	4%	.
COc1ccccc1-n1nnnc1SCC(=O)Nc1ccccc1	-50%	-2%	-5	-1%	1%	-11%	0%
COCCCNC(=O)C1CCN(c2nnc(-n3cccc3CNc3ccc(C)cc3)s2)CC1	.	3%	?	.	3%	-17%	.
COc1ccc(CCn2c(Br)nc3c2c(=O)[nH]c(=O)n3C)cc1	-2%	-2%	-33	3%	-6%	-3%	1%
Cc1ccc(CNC(=O)c2nnc(Cc3ccc(Cl)cc3)o2)cc1	-7%	-9%&-9%	-12&2	10%	-1%&11%	-2%&-1%	5%
Cc1cc(=O)oc2cc(OCC(=O)OCC(=O)N3CCc4ccccc43)ccc12	?	-1%	2	10%	2%	9%	3%
COc1ccc(NC(=O)Cn2c(SCc3ccc(F)cc3)nc3cccnc32)cc1OC	.	-1%	-16	.	9%	-1%	.

Ordered by heavy-atom count (falling): part of the list above.
SMILES	AmpC inh no detg	Tb PYK inh	HCMV antiviral	LmPK inhibitor	AmpC inh detg	Sm TGR inh	AMA1 RON2 block
Cc1ccc(S(=O)(=O)N2C[C@H]3N(C(=O)OC(C)C)N(C(=O)OC(C)C)C[C@H](OC(=O)Nc4cccs4)[C@@]3(O)C2)cc1	.	-1%	17	.	.	.	-2%
Cc1cc(=O)oc2cc(OCC(=O)OCC(=O)N3CCc4ccccc43)ccc12	?	-1%	2	10%	2%	9%	3%
Cc1cc(-c2ccc(S(=O)(=O)N3CCN(c4ccc(F)cc4)CC3)s2)on1	2%	4%	-25	0%	2%	-2%	12%

Reformatted: entries from further up
Every second line gives: AmpC inh no detg, Tb PYK inh, HCMV antiviral, LmPK inhibitor, AmpC inh detg, Sm TGR inh, AMA1 RON2 block
> O=C(O)CC(NC(=O)Cc1ccc(Cl)cc1)c1ccco1 (stereo not given)
    9%, -4%, 25, 0%, -2%, 1%, 0%
> Cc1ccc(S(=O)(=O)N2C[C@H]3N(C(=O)OC(C)C)N(C(=O)OC(C)C)C[C@H](OC(=O)Nc4cccs4)[C@@]3(O)C2)cc1
    ., -1%, 17, ., ., ., -2%
> O=C(CCC(=O)N1CC2CCCN2c2ccccc21)NCc1ccc(F)cc1 (stereo not given)
    ., -2%, 7, ., 21%, 4%, .
> COc1ccccc1-n1nnnc1SCC(=O)Nc1ccccc1
    -50%, -2%, -5, -1%, 1%, -11%, 0%
> COCCCNC(=O)C1CCN(c2nnc(-n3cccc3CNc3ccc(C)cc3)s2)CC1
    ., 3%, ?, ., 3%, -17%, .
> COc1ccc(CCn2c(Br)nc3c2c(=O)[nH]c(=O)n3C)cc1
    -2%, -2%, -33, 3%, -6%, -3%, 1%

(more compounds)
SMILES	AmpC inh no detg	Tb PYK inh	HCMV antiviral	LmPK inhibitor	AmpC inh detg	Sm TGR inh	AMA1 RON2 block
Cc1ccc(C(C)NC(=O)C23CC4CC(CC(C4)C2)C3)cc1 (stereo not given)	-7%	-2%	-13	0%	-3%	26%	11%
COc1cccc(N2CC(NC(=O)C(=O)c3c(C)[nH]c4ccccc34)CC2=O)c1 (stereo not given)	-19%	-10%	9	.	?	-2%	-19%
COc1ccc(OCC(=O)N/N=C/c2cccn2-c2cccc(C(=O)O)c2)cc1	-7%	3%	-12	.	-25%	-20%	-21%
O=C1CC(c2ccccc2F)c2c(c3ccccc3[nH]c2=O)O1 (stereo not given)	-15%	-4%	16	0%	3%	-6%	2%
O=C(Cn1c(=O)c(=O)n(Cc2ccccc2)c2ccc(Cl)cc21)Nc1cc(F)ccc1F	-36%	.	.	1%	?	3%	.
Cc1ccc(OCCSc2nnc(-c3cccs3)n2C)cc1	-8%	-5%	?	7%	-11%	-8%	2%
O=C(NCc1cccs1)c1nc2c(nnn2Cc2ccc(F)cc2)c(=O)[nH]1	-15%	6%	?	2%	2%	-1%	26%
CSc1cccc(NC(=O)CN2C(=O)COc3ccc(S(=O)(=O)N4CCC(C)CC4)cc32)c1	.	-2%	13	.	18%	3%	.
NC(=O)C1(N2CCCCC2)CCN(C(=O)c2ccc(-n3cnnn3)cc2)CC1	-4%	-10%	57	0%	-10%	-19%	0%
CC(C)(C)CC(C)(C)NC(=O)CSCC(=O)Nc1ccc2ccccc2c1	0%	2%	17	1%	-3%	-21%	-2%
O=C(CNC(=O)OCc1ccccc1)NCC(=O)NC(Cc1c[nH]c2ccccc12)C(=O)O (stereo not given)	.	0%	-21	.	.	.	-2%
CC(=O)N/C(=C\c1ccccc1)C(=O)OCC(=O)NC1CCS(=O)(=O)C1 (stereo not given)	-10%	-2%	-39	.	2%	-3%	-2%
COc1ccc(N(CC(=O)NCc2ccccc2Cl)S(=O)(=O)c2c(C)nn(C)c2C)cc1	.	1%	-5	.	-3%	0%	.
COC(=O)c1c(-c2cccnc2)csc1NC(=O)c1ccc2c(c1)OCO2	-9%	?	83	6%	?	-1%	-10%
CCCCNC(=O)CS(=O)Cc1nc(-c2cccc(Cl)c2)oc1C (stereo not given)	35%	-7%	-5	2%	?	32µM*	11%
CCOC(=O)Nc1ccc2c(c1)N(C(=O)CCN1CCN(CCO)CC1)c1ccccc1CC2	61%[activator]	-7%	-20	2%	0%	-12%	-3%
O=C(CN1CCCC1=O)Nc1ccccc1	-9%	-13%	1	-5%	-13%	-8%	11%
O=c1c2ccccc2nc2c3ccccc3c(NCCO)nn12	-17%	1%	42	2%	-5%	2%	-1%
CN[C@H]1C[C@H]2c3[nH]c4ccc(-c5ccc(OC)cc5)cc4c3CCN2C(=O)[C@H]1[C@H](C)O	.	2%	-103*	.	.	.	?
CC(=O)C1=C(O)C(=O)N(Cc2cccnc2)C1c1ccc(Cl)cc1 (stereo not given)	-18%	0%	-40	0%	?	-4%	?
CC(NC(=S)Nc1ccc([N+](=O)[O-])cc1)c1ccncc1 (stereo not given)	-38%	-3%	-17	3%	0%	45µM*	-6%
CCCN1Cc2cccc(C(=O)Nc3cc(OC)cc(OC)c3)c2C1=O	-6%	2%	24	0%	-19%	-15%	-14%
CC(Oc1ccc(Cl)cc1)C(=O)OCC(=O)Nc1ncc(Cl)cc1Cl (stereo not given)	-8%	7%	-17	0%	-4%	-1%	-6%
CC1CCCCC1NC(=O)CCCc1nc2ccccc2c(=O)[nH]1 (stereo not given)	-3%	5%	3	1%	-2%	5%	1%
O=C(c1cccs1)N1CCN(Cc2ccc3c(c2)OCO3)CC1	-3%	-10%	.	4%	-11%	-38%	2%
O=C(OCc1cccc([N+](=O)[O-])c1)c1ccc[nH]c1=O	-20%	1%	6	-9%	-16%	2%	5%
C[C@@H]1CCCCO[C@@H](CN(C)S(=O)(=O)c2ccccc2)[C@@H](C)CN([C@H](C)CO)C(=O)c2cc(NS(=O)(=O)c3ccc(F)cc3)ccc2O1	.	9%	16	.	.	.	-6%
Cc1ccc(-c2noc(CSc3nnnn3-c3ccccc3)n2)cc1	-13%	5%	-10	4%	-2%	4%	35%[activator]
CCc1nc2ccc(C(=O)NC3CCN(Cc4ccccc4)CC3)cn2c1N(CC)CCOC	.	-14%	5	.	.	.	2%
COc1ccc(Nc2cc(C(=O)NCCc3ccc(C)cc3)c3ccccc3n2)c(OC)c1	.	1%	-11	.	2%	8%	.

Entries of single compounds, quoted from the list.
CCCN1Cc2cccc(C(=O)Nc3cc(OC)cc(OC)c3)c2C1=O across the screens: AmpC inh no detg: -6%; Tb PYK inh: 2%; HCMV antiviral: 24; LmPK inhibitor: 0%; AmpC inh detg: -19%; Sm TGR inh: -15%; AMA1 RON2 block: -14%
Cc1ccc(-c2noc(CSc3nnnn3-c3ccccc3)n2)cc1 across the screens: AmpC inh no detg: -13%; Tb PYK inh: 5%; HCMV antiviral: -10; LmPK inhibitor: 4%; AmpC inh detg: -2%; Sm TGR inh: 4%; AMA1 RON2 block: 35%[activator]

(next part)
SMILES	AmpC inh no detg	Tb PYK inh	HCMV antiviral	LmPK inhibitor	AmpC inh detg	Sm TGR inh	AMA1 RON2 block
Cc1nc2ccccc2c(=O)n1/N=C/c1ccc2ccccc2c1O	53%	5%	-82*	3%	-1%	9%	-47%
COc1ccc(-c2cc3ccc(O)c(CN4CCOCC4)c3oc2=O)cc1	.	6%	17	.	2%	-7%	.
O=C1N/C(=C/c2cccs2)C(=O)N1Cc1ccc(Br)cc1	-24%	0%	64	0%	-7%	-9%	18%
Cn1ncc(N=Cc2ccccc2O)c1C(=O)Nc1ccccc1	-18%	3%	-20	-2%	?	-21%	12%
O=C(Nc1nc(-c2cccs2)cs1)c1ccc(S(=O)(=O)N2CCCC2)cc1	-13%	1%	-90*	-2%	-16%	5%	-4%
COc1ccc(Br)cc1C1Nc2cccc3cccc(c23)N1	-28%	-7%	9	1%	-16%	?	-14%
CCC(NC(=O)CCc1ccccc1)c1ccccc1 (stereo not given)	-13%	0%	-11	1%	2%	2%	2%
c1ccc2c(-c3cccc4nccn34)cncc2c1	.	2%	?	.	.	.	-1%
CCn1c(CNC(=O)c2cccc(C)c2)nc2ccccc21	-13%	-2%	53	1%	-12%	5%	-3%

Screening results deposited in PubChem BioAssay by National Center for Advancing Translational Sciences (NCATS).
